Lipid storage S3 = qHTS Assay for Lipid Storage Modulators in Drosophila S3 Cells; hit rate 0.64% among 320,000; AID 2685, 2010; Drosophila S3 cells, BODIPY lipid droplet fluorescence, 18-24 h; cells fed with added oleic acid; Potency in µM for hits, for the others lipid storage change, negative = inhibition, % at the top dose, mostly 46.1 µM; active means well fitted inhibition curve with a large enough effect in the signal ratio, with a control signal flat, not every such curve was filed as active; inconclusive means small, poorly fitted or top-dose-only effect, or effect the other way, or a change in a side signal; the % refers to the signal ratio
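Drosophila S3 cells got compounds at several concentrations plus oleic acid (400 uM solution). Laser-scanning cytometry with 488 nm excitation read lipid droplets at 500-530 nm and cells at 575-640 nm. Percent activity was relative to 20 uM Triacsin C.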
Lipid storage S3 cell count max = recorded beside Lipid storage S3, whose call it bears; cell number change, %; measured here: cell count max response;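 cells counted by Cell Tracker Red CMTPX staining in the red channel; peak over a dose series mostly up to 46.1 µM; percent activity relative to internal control wells on each plate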
Numbers without * were called inactive; i = inactive; u = inconclusive; x = no result given. On the % scale 0 is the no-effect control and ±100 the full control effect; potency means the concentration at half of the fitted maximal effect. The list is partial. The share of hits here may be higher or lower than overall.

Lipid storage S3 | Lipid storage S3 cell count max | SMILES
2% | 8 | CC(C)(C)c1ccc(C(=O)C2CCCN(C(=O)C3CCOCC3)C2)cc1 (stereo not given)
u | x | Cc1ccccc1Nc1scc(-c2ccc(Cl)cc2)[n+]1-c1ccccc1C
u | x | N#Cc1ccc(-c2ccc(OCC(O)CN3CCOCC3)cc2)cc1 (stereo not given)
i | -22 | Cn1cc(C(=O)N2CCN(c3ccccc3)CC2)c(=O)c2cc(S(=O)(=O)N3CCCC3)ccc21
-20% | -2 | COc1ccc(N(C(=O)C2CCCCC2)S(=O)(=O)c2cccc3cccnc23)cc1
u | x | O=C1CN(C(=O)CN2CCOCC2)C(c2ccccc2)c2cc(Br)ccc2N1 (stereo not given)
i | x | Cc1ccc(C(=O)N(c2ccccn2)C(C)c2ccco2)cc1C (stereo not given)
14% | 5 | Cc1ccc(CNC(=O)C(C)OC(=O)c2cccs2)cc1 (stereo not given)
i | -6 | O=C(Nc1nc2c(F)cc(F)cc2s1)C1CC1
u | x | Cc1ccsc1/C=C(\C#N)C(=O)NCc1cccnc1
-1% | 22 | COC(=O)[C@H](Cc1ccccc1)NC(=O)N1CCN(c2ccccc2)CC1
u | x | CCCCn1c(N)c(N(CC(C)C)C(=O)COC(=O)C2(c3ccccc3)CC2)c(=O)[nH]c1=O
u | x | O=C(N/N=C/c1ccncc1)NC1CCCCC1
4% | x | COc1ccc2nc(NC(=O)CSc3nnc(C)n3N)sc2c1
u | x | COC(=O)c1ccccc1NC(=O)C(C)c1ccc([N+](=O)[O-])cc1 (stereo not given)
i | 9 | CCC(C(=O)Nc1cc(F)ccc1F)n1nc(C)c2c(C)n(-c3ccc(C)cc3)nc2c1=O (stereo not given)
u | x | Cc1ccc(-n2nnnc2SCC(=O)c2cc(C)n(CC3CCCO3)c2C)cc1 (stereo not given)
u | x | CCCCCCCCCCCCCCCCn1cc[n+](C)c1
u | x | CCS(=O)(=O)N1CCN(c2cnn(-c3ccccc3)c(=O)c2Cl)CC1
u | x | O=C(COC(=O)CNC(=O)c1cccs1)Nc1ccc(C(F)(F)F)cc1[N+](=O)[O-]
u | x | O=C(Nc1nc(-c2ccccn2)cs1)c1cc(Cl)ccc1[N+](=O)[O-]
4% | 11 | Cc1ccc(CNC(=O)C2COc3ccccc3O2)cc1 (stereo not given)
19% | 20 | Nc1nc(SCC(=O)c2cccs2)n[nH]1
9% | 0 | Cc1ccsc1/C=N/N1CCN(C2c3ccccc3-c3ccccc32)CC1
u | x | Cc1ccc(Cl)c(OCC(=O)N(C)CC(=O)Nc2ccc(N3CCOCC3)cc2)c1

Overlap with the part before: 3 compounds, followed by the next part.
Lipid storage S3 | Lipid storage S3 cell count max | SMILES
19% | 20 | Nc1nc(SCC(=O)c2cccs2)n[nH]1
9% | 0 | Cc1ccsc1/C=N/N1CCN(C2c3ccccc3-c3ccccc32)CC1
u | x | Cc1ccc(Cl)c(OCC(=O)N(C)CC(=O)Nc2ccc(N3CCOCC3)cc2)c1
-2% | 4 | Cc1ccc(SCCSc2ncccn2)cc1
u | x | CC(C)C1Nc2ccc(S(=O)(=O)N3CCOCC3)cc2NC1=O (stereo not given)
18% | -13 | CC(=O)Oc1cc(C)cc2oc(=O)cc(-c3ccccc3)c12
-1% | -2 | Cc1[nH]n2c(=O)c3c(nc2c1-c1cccc2ccccc12)CCC3
u | x | CC(C)(C)CN1CCNC(=O)C1CC(=O)N1CCN(c2ccccc2)CC1 (stereo not given)
-4% | 8 | C=CCn1c(SCC(=O)NC2CCCC2)nnc1-c1ccccn1
u | x | COCCN=c1scc(-c2cccs2)n1/N=C/c1ccc(O)c(O)c1O
u | x | COc1cc(OC)c(NC(=S)Nc2cc(Cl)cc(Cl)c2)cc1Cl
1% | 20 | CCN(CC)S(=O)(=O)c1ccc2c(c1)CC(C(=O)N1CCCC1)N2C(C)=O (stereo not given)
i | x | COc1ccc(C(=O)Nc2ccccc2)cc1S(=O)(=O)Nc1cc(C)on1
i | -18 | CC(/C=C/C(=O)c1ccc(C)cc1)=C\c1ccccc1
u | x | COc1ccc(NC(=O)C(NS(=O)(=O)c2ccc3c(c2)CCCN3C(C)=O)C(C)C)c(OC)c1 (stereo not given)
3% | 15 | COc1cc(C(=O)NCCN2C(=O)S/C(=C\c3ccc(F)cc3)C2=O)ccc1OCC(=O)N1CCOCC1
u | x | S=C(Nc1ccc2nsnc2c1)N1CCCCC1
u | x | COc1ccccc1N1CCN(CCNC(=O)Nc2cccc(C)c2C)CC1
8% | 0 | Cc1nc(-c2ccc([N+](=O)[O-])cc2)c(-c2ccccc2)o1
8% | -2 | CCCOc1ccc(C(=O)Nc2ccc(S(=O)(=O)N3C[C@@H]4C[C@@H](C3)c3cccc(=O)n3C4)cc2)cc1
u | x | O=c1cc(-c2c(F)c(F)c(F)c(F)c2F)oc2c(F)c(F)c(F)c(F)c12
u | x | COCCN(C(=O)c1csnn1)C(C(=O)NC(C)(C)C)c1cccc(OC)c1 (stereo not given)
u | x | CCOc1ccccc1OCC(=O)Nc1cccc(S(=O)(=O)N2CCCCCC2)c1
u | x | Cc1ccc(OCc2cc(C(=O)N(C)Cc3cc(C4CC4)n[nH]3)no2)cc1C
u | x | Cc1c([N+](=O)[O-])cc(C(=O)NCc2ccc(F)cc2)cc1[N+](=O)[O-]
i | x | CCOC(=O)C1CCN(S(=O)(=O)c2cc(Br)cc3c2N(C(C)=O)C(C)C3)CC1 (stereo not given)
0% | -18 | Cn1c(O)c(N=NC(=O)c2ccco2)c2ccccc21
u | x | O=C(c1cc(COc2ccc(F)cc2F)on1)N1CCN(C(=O)c2ccco2)CC1

Next entries follow.
Lipid storage S3 | Lipid storage S3 cell count max | SMILES
u | x | C=C(C)C1CC=C(C)/C(=N/NC(=O)c2ccoc2C)C1 (stereo not given)
4% | 7 | COC(=O)Cn1c2[n+](c3ccccc31)CC(O)CS2 (stereo not given)
-10% | 15 | O=[N+]([O-])c1ccc(O)c(C(C#Cc2ccccc2)N2CCOCC2)c1 (stereo not given)
i | 29 | Cc1oc2ccc(OCc3cccc(Cl)c3)cc2c1C(=O)O
u | x | CCOC(=O)CNS(=O)(=O)Cc1ccccc1
u | x | COc1ccccc1NC(=O)CN1CCCCCC1
1% | 20 | Cc1csc(NC(=O)CN2C(=O)C3CC=CCC3C2=O)n1 (stereo not given)
u | x | COc1cc(OC)c(-n2cc(-c3ccc(OC)c(OC)c3)[nH]c2=S)cc1Cl
u | x | COc1ccc(-c2nnc(SCC(=O)c3ccc[nH]3)o2)cc1
1% | -4 | CCc1cccc(NC(=O)CN(C)S(=O)(=O)c2cccs2)c1
u | x | CC(C)N1CCN(Cc2cccn2-c2nccs2)CC1CCO (stereo not given)
0% | 0 | CC1CCN(CCCNC(=O)C2CCN(S(=O)(=O)N3CCCCC3)CC2)CC1
u | x | Cc1cc(Cl)c(OCCOCCN2CCCC(C)C2)c(Br)c1 (stereo not given)
u | x | CN(C)CCCN(C(=O)c1cc(Cl)sc1Cl)c1nc2cc3c(cc2s1)OCO3
-3% | -16 | CCCCCn1c(CN2CCN(C(=O)c3ccco3)CC2)nc2c1c(=O)n(C)c(=O)n2C
2% | 0 | O=C(O)c1ccc(NCCc2ccc(Cl)cc2)c([N+](=O)[O-])c1
u | x | COc1ccc(-c2ccc3c(c2)S(=O)(=O)c2cccc(C(=O)NC4CCCC4)c2C3=O)cc1OC
u | x | N/C(=N\OC(=O)c1cccc(Cl)c1)c1ccccn1
u | x | CCOc1ccc(S(=O)(=O)N(C)c2ccc(OCC(=O)Nc3ccccc3F)cc2)cc1
2% | 1 | CC1=C(C(=O)Nc2cccnc2)C(c2ccccn2)n2nnnc2N1 (stereo not given)
u | x | COc1ccccc1N1CCN(CC(=O)NCCc2ccc(S(N)(=O)=O)cc2)CC1
13% | 3 | O=C(Cc1ccc(Br)cc1)N1CCN(C(=O)c2ccccc2)CC1
i | -10 | COc1ccc(-c2csc(Nc3ncccn3)n2)cc1C
i | 21 | Cc1ccc(C)c(Cn2nnc3c(=O)[nH]c(C4CCN(S(=O)(=O)c5ccc(S(=O)(=O)NC6CC6)cc5)CC4)nc32)c1
u | x | Cc1ccc(NC(=O)Cn2nnc(C(=O)NCc3cccs3)c2N)c(C)c1

(cont.)
Lipid storage S3 | Lipid storage S3 cell count max | SMILES
0% | -14 | Cc1cccc(Sc2ccc([N+](=O)[O-])cn2)c1
-2% | 4 | CCN(CC)CC(=O)Nc1sc2c(c1C(=O)c1ccccc1OC)CCC2
i | x | N#Cc1nc(Cc2cccc3ccccc23)oc1NCc1ccc(F)cc1
0% | 11 | CCOC(=O)C1(CCOc2ccccc2)CCN(Cc2ccncc2)CC1
u | x | Cc1nnc(NC(=O)CN2CCN(Cc3ccc(F)cc3Cl)CC2)s1
10% | -2 | CCCCNC(=S)N/N=C/c1sccc1C
-2% | 16 | O=S(=O)(/N=C(/Nc1nc2ccccc2s1)c1ccccc1)c1ccccc1
u | x | O=C(COc1ccc(F)cc1)N1CCCc2ccccc21
-9% | -12 | O=c1[nH]c2ccccc2n2c(-c3ccncc3)nnc12
u | x | N#CC1(c2ccccc2)CCC(=O)N1Cc1ccccc1 (stereo not given)
4% | 20 | O=C(COC(=O)[C@@H]1CCCN1S(=O)(=O)c1ccc(Cl)cc1)NC1CC1
u | x | COc1ccc2ccccc2c1/C=N/N1C(=O)CSC1=S
6% | 17 | COCc1ccc(CN2CCCC(CCC(=O)NCc3ccc(C)o3)C2)o1 (stereo not given)
6% | -2 | COc1ccc(-c2noc(CSc3nc4sc(C)c(C)c4c(=O)n3-c3ccccc3)n2)cc1
-13% | -9 | O=C(CCC(=O)Nc1ccc(Br)cc1)N/N=C/c1ccc(F)cc1
u | x | Cc1ccc(C2=NS(=O)(=O)N(C)C(C(=O)NCc3cccs3)=C2)cc1
-3% | 14 | COc1ccc(C2Nc3ccccc3C(=O)N2c2ccccc2)cc1CSc1ccccn1 (stereo not given)
u | x | COc1cccc(NC(=S)N(Cc2ccco2)C(C)c2ccco2)c1 (stereo not given)
5% | 7 | CCC(C)NC(=O)Cn1cnc2sc(C)c(S(=O)(=O)N3CCN(c4ncccn4)CC3)c2c1=O (stereo not given)
i | -9 | CC(Sc1nnc(C2CC2)n1-c1ccccc1)C(=O)N1CCNC1=O (stereo not given)
12% | 18 | CCC1(C)Cc2ccccc2-c2nc(NCCO)n(-c3ccccc3)c(=O)c21 (stereo not given)
u | x | Cc1sc2nc(-c3cccnc3)nc(Cl)c2c1-c1ccccc1
u | x | COc1ccc2nc(NC(=O)CSc3nnc4n3C(C)(C)Cc3ccccc3-4)sc2c1
u | x | O=C(CN1CCN(C(c2ccccc2)c2ccccc2)CC1)Nc1ccc(N2CCOCC2)cc1
u | x | Cc1csc2ncnc(NC3CCN(Cc4ccccc4)CC3)c12

Other results follow:
Lipid storage S3 | Lipid storage S3 cell count max | SMILES
-8% | 5 | COc1cccc(OC)c1C1=NC(C)(C)CO1
i | 27 | CCCc1c(C(=O)N/N=C(\C)c2ccc(O)cc2)nnn1-c1nonc1N
i | x | CCOC(=O)C1=C(CSc2nccn2C)NC(=O)NC1c1ccc(OC)cc1 (stereo not given)
u | x | COc1ccc(CN2CCc3c([nH]c4ccccc34)C2)cc1Br
u | x | Cc1nc(C#N)c(NCc2ccc3c(c2)OCO3)o1
u | x | O=C(NC(=S)NCc1ccccc1)c1cccc(Cl)c1
u | x | CCN1C(=O)CC(Sc2ccccc2C(=O)O)C1=O (stereo not given)
u | x | COc1ccccc1NC(=O)CCCC(=O)OCC(=O)c1ccc(F)cc1
i | x | CCCn1nnc(NC(=O)/C=C/c2ccccc2)n1
1% | 12 | COC(=O)COc1ccc2cccc(-n3cnnn3)c2c1
u | x | CSc1nc(-c2ccccc2F)c(C#N)c(=O)n1C
u | x | Cc1ccc(N2C(=O)c3n[nH]c(C)c3C2c2ccco2)cc1 (stereo not given)
u | x | O=S(=O)(CCN1CCN(C(c2ccccc2)c2ccccc2)CC1)C(F)(F)F

Among those listed so far, these have fluorine:
Lipid storage S3 | Lipid storage S3 cell count max | SMILES
i | -6 | O=C(Nc1nc2c(F)cc(F)cc2s1)C1CC1
i | 9 | CCC(C(=O)Nc1cc(F)ccc1F)n1nc(C)c2c(C)n(-c3ccc(C)cc3)nc2c1=O (stereo not given)
u | x | O=C(COC(=O)CNC(=O)c1cccs1)Nc1ccc(C(F)(F)F)cc1[N+](=O)[O-]
3% | 15 | COc1cc(C(=O)NCCN2C(=O)S/C(=C\c3ccc(F)cc3)C2=O)ccc1OCC(=O)N1CCOCC1
u | x | O=c1cc(-c2c(F)c(F)c(F)c(F)c2F)oc2c(F)c(F)c(F)c(F)c12
u | x | Cc1c([N+](=O)[O-])cc(C(=O)NCc2ccc(F)cc2)cc1[N+](=O)[O-]
u | x | O=C(c1cc(COc2ccc(F)cc2F)on1)N1CCN(C(=O)c2ccco2)CC1
u | x | CCOc1ccc(S(=O)(=O)N(C)c2ccc(OCC(=O)Nc3ccccc3F)cc2)cc1
i | x | N#Cc1nc(Cc2cccc3ccccc23)oc1NCc1ccc(F)cc1
u | x | Cc1nnc(NC(=O)CN2CCN(Cc3ccc(F)cc3Cl)CC2)s1
u | x | O=C(COc1ccc(F)cc1)N1CCCc2ccccc21
-13% | -9 | O=C(CCC(=O)Nc1ccc(Br)cc1)N/N=C/c1ccc(F)cc1
u | x | COc1ccccc1NC(=O)CCCC(=O)OCC(=O)c1ccc(F)cc1
u | x | CSc1nc(-c2ccccc2F)c(C#N)c(=O)n1C
u | x | O=S(=O)(CCN1CCN(C(c2ccccc2)c2ccccc2)CC1)C(F)(F)F

Source: PubChem (National Center for Advancing Translational Sciences (NCATS))
